Screening results (PubChem)
CRFBP-R2 agonist: agonists of human CRF-binding protein/CRF-R2 receptor complex. HEK293 CRF-R2/CRF-BP, calcium dye fluorescence (FLIPR); percent of saturating CRF peptide response. activation, % at 13.2 µM. 350,000 tested, 0.46% active;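 active means activation of at least 50%, plus an integration ratio under a set limit after plate pattern correction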;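 further: plate controls were neutral control wells without compound for no effect and CRF at EC100 for full effect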
MEKK3 PB1 HTS: modulators (inhibitors or enhancers) of MEK5 binding to human MEKK3 PB1 domain. Q99759. 290,000 tested, 1.4% active. bead-based flow cytometry, Alexa488-MEK5 binding to MEKK3; actives lie on both sides; 0 = blocked by unlabeled MEK5, 100 = vehicle. binding response (% of control), % at 10 µM;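 active means binding response more than 3 SD above or below the average of its plate-row segment, actives on both sides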;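 further: Alexa488 bead fluorescence after subtracting the streptavidin-only scavenger bead signal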
Target sequence (Q99759 whole entry, looked up, the tested form may be a part): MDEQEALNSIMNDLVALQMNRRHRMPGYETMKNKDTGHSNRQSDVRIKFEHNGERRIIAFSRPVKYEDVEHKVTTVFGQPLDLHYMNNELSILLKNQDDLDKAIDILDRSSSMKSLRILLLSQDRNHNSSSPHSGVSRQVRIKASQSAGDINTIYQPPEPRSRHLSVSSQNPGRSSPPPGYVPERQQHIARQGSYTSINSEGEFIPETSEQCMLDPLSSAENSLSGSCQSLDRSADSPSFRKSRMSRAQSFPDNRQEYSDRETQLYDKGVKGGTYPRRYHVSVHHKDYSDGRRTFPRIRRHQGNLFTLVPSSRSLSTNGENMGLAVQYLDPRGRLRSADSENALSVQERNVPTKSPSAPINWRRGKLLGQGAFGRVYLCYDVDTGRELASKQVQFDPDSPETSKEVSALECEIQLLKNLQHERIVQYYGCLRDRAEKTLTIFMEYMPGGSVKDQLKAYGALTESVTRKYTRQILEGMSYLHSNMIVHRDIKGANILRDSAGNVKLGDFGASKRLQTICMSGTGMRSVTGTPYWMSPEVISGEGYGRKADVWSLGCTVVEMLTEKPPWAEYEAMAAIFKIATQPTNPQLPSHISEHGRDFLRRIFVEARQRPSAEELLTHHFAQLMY
pCIP destab: p/CIP protein destabilization. Q05BA5. F442A p/CIP-EGFP cells, EGFP fluorescence, 16 h. decrease of EGFP signal, % at 10 µM. 290,000 tested, 0.01% active. AID 1984;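 active means EGFP signal decrease of at least 30% at 10 µM or well 3 SD below plate mean, unless failing retest; inactive means the rest, including hits failing retest or dose response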; further: some compounds called inactive have numbers as strong as hits; many of its hits are not listed in these tables
IDE inh: cellular human IDE inhibition; P14735; HEK cells, FAbetaB cleavage, fluorescence polarization; inhibition, % at 5.59 µM; 320,000 tested, 0.41% active;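 active means percent inhibition above the average of all tested compounds plus 3 SD, set per screening campaign, cut at about 16% in these data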;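 further: IDE supplied by intact live HEK cells; FP after avidin binding of uncleaved biotin substrate so inhibition keeps polarization high; 0% = DMSO wells and 100% = 60 µM reference IDE inhibitor Ii1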
GalR3 antagonist: human GalR3 antagonism; 360,000 tested, 0.44% active; O60755; AID 651719; HEK293 GalR3-CNG cAMP membrane potential fluorescence; galR3 body fused to GalR1 C-terminus; inhibition, % at 3 µM;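 active means inhibition above the screen-wide average plus 3 SD, cut at about 13% in these data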;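 further: forskolin and galanin both at EC90 stimulate the cells; cAMP rise reported by CNG channel membrane potential dye signal; 0% = forskolin plus galanin with DMSO and 100% = forskolin alone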
Target sequence (O60755 1-299 limits assumed): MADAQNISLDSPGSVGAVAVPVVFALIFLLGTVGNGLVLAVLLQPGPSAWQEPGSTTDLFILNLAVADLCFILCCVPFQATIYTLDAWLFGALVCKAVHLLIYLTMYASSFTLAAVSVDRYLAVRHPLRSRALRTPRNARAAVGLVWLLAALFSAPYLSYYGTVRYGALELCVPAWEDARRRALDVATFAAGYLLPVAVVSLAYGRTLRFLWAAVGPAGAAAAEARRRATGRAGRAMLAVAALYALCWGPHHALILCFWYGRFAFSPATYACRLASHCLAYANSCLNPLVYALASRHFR
M4 PAM: potentiates acetylcholine response at human M4 receptor. activation, % at 3 µM. P08173. AID 624126. CHO-K1 hM4/Gqi5, Fluo-8 calcium fluorescence, ACh EC20; 0% = ACh EC20, 100% = maximal ACh. 360,000 tested, 0.4% active;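 active means activation above its plate's cutoff, the mean activation of sample wells plus 3 SD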; further: some results filed as inactive read as strong as hits
IDE cell activ: IDE (human) activation, cell-based; 340,000 tested, 0.073% active; HEK cells, FAbeta-B cleavage, fluorescence polarization; 0% vehicle, 100% cell-free pure enzyme wells; activation, % at 5.96 µM; P14735;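 active means activation above the mean of all tested compounds plus 3 SD, set per screening campaign, cut at about 17% in these data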
PHOSPHO1 block: blocks human PHOSPHO1 phosphatase activity; Q8TCT1; recombinant PHOSPHO1, absorbance phosphatase assay; inhibition, % at 13.3 µM; 290,000 tested, 1.1% active; AID 1565; in the data active means inhibition above about 60%
CRFBP-R2 block: antagonists of CRF-binding protein/CRF-R2 receptor complex | 350,000 tested, 0.59% active | AID 588475 | HEK293 CRF-R2/CRF-BP, CRF-induced calcium fluorescence | inhibition, % at 11.8 µM;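 active means inhibition of the ligand-induced calcium signal above about 50% at the single tested concentration, limit read from the data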
An asterisk follows results filed as active; . = not tested or not shown.

SMILES	CRFBP-R2 agonist	MEKK3 PB1 HTS	pCIP destab	IDE inh	GalR3 antagonist	M4 PAM	IDE cell activ	PHOSPHO1 block	CRFBP-R2 block
CC1CN(c2nc3ccccc3nc2NS(=O)(=O)c2ccccc2)CC(C)O1 (stereo unspecified)	-4.1	.	.	6	-6	3	6	.	3
COc1ccccc1NC(=O)Nc1nc(CC(=O)NCc2cccnc2)cs1	0.0	.	.	7	-2	0	-1	.	-5
CCC(C)c1ccccc1NC(=O)COc1ccc(-c2nnco2)cc1 (stereo unspecified)	-5.0	.	.	.	-5	9	-2	.	-1
COc1ccc(NC(=O)NCc2ccc3c(c2)OCO3)c(OC)c1	-0.7	104	13	-1	0	-1	0	38	23
Cc1ccc(-c2nnc(COC(=O)c3cc(=O)[nH]c4ccccc34)o2)cc1	0.3	101	2	-1	13*	5	3	23	-7
COc1ccc(Cl)cc1NC(=O)CSc1nc(N2CCOCC2)nc(N2CCOCC2)n1	-0.3	98	14	-1	0	2	-6	33	-16
COc1ccc(NC(=O)Cn2nc(C(F)(F)F)c3c2CCCC3)c(OC)c1	-0.2	105	-6	1	-3	1	5	10	2
COc1ccc(C(=O)O)cc1S(=O)(=O)Nc1ccccc1C(=O)NCc1ccc2c(c1)OCO2	-0.4	.	.	-4	-4	10	-1	.	4
O=S(=O)(NC1CCCCCCC1)c1ccccc1	-0.3	105	-5	2	-12	-11	2	25	6
COc1ccc(/C=C2\Oc3cc(OC(=O)N4CCOCC4)ccc3C2=O)cc1	-1.1	99	-8	4	-3	-10	-5	-2	-8
COC(=O)CC(NS(=O)(=O)c1cccs1)c1ccccc1Cl (stereo unspecified)	-4.0	103	-8	-2	-4	-5	1	-18	16
CCCCn1c(SCC(=O)N2CCC(C)CC2)nc2ccsc2c1=O	-2.0	101	-20	2	-6	5	-3	24	1
Cc1cc(NS(=O)(=O)c2ccc(NC(=O)CCCC(=O)O)cc2)nc(C)n1	-0.3	108	-7	5	-2	7	3	3	0
Cn1c(N)c(C(=O)COC(=O)Cc2cccs2)c(=O)n(C)c1=O	-0.4	.	.	2	-5	1	1	.	-11
O=C1Nc2cc(S(=O)(=O)N3CCCC3)ccc2N2CCCC12 (stereo unspecified)	1.2	101	-12	8	-4	-5	3	-52	26
COc1ccc(-c2ccc(CCC(=O)O)n2-c2ccccc2O)cc1	4.0	101	-7	5	-3	-2	6	33	-19
CCOc1ccc(NC(=O)CN(C)C(=O)c2cc3c(s2)CCC(C)C3)cc1OCC (stereo unspecified)	1.0	.	.	2	-4	12	-6	.	5
COc1cc(-c2nc3cnccn3c2Nc2ccc(C(C)C)cc2)ccc1O	-2.8	96	-10	0	-7	-4	5	-29	-4
NS(=O)(=O)c1ccc(-c2ccc(/C=C3\SC(=S)N(C4CCS(=O)(=O)C4)C3=O)o2)cc1 (stereo unspecified)	8.5	78	-24	20*	-3	-5	-58	3	-21
O=C(CN1C(=O)S/C(=C\c2ccccc2Cl)C1=O)NC1C=CS(=O)(=O)C1 (stereo unspecified)	-0.5	104	-1	-3	-6	-1	-2	24	-10

4 compounds from above, arranged by SMILES length, low to high.
SMILES	CRFBP-R2 agonist	MEKK3 PB1 HTS	pCIP destab	IDE inh	GalR3 antagonist	M4 PAM	IDE cell activ	PHOSPHO1 block	CRFBP-R2 block
COc1ccccc1NC(=O)Nc1nc(CC(=O)NCc2cccnc2)cs1	0.0	.	.	7	-2	0	-1	.	-5
COc1cc(-c2nc3cnccn3c2Nc2ccc(C(C)C)cc2)ccc1O	-2.8	96	-10	0	-7	-4	5	-29	-4
Cc1cc(NS(=O)(=O)c2ccc(NC(=O)CCCC(=O)O)cc2)nc(C)n1	-0.3	108	-7	5	-2	7	3	3	0
O=C(CN1C(=O)S/C(=C\c2ccccc2Cl)C1=O)NC1C=CS(=O)(=O)C1 (stereo unspecified)	-0.5	104	-1	-3	-6	-1	-2	24	-10

Next part
SMILES	CRFBP-R2 agonist	MEKK3 PB1 HTS	pCIP destab	IDE inh	GalR3 antagonist	M4 PAM	IDE cell activ	PHOSPHO1 block	CRFBP-R2 block
O=C(NNC(=S)NC(=O)c1cccnc1)c1ccc(Cl)cc1	-1.9	106	-7	0	-2	-10	1	34	3
Cc1nc(C(F)(F)F)c(C(=O)NC(=O)Nc2ccccc2)s1	-1.1	101	-2	-1	-5	15	4	0	-9
Cc1ccc(S(=O)(=O)CCc2nc3ccccc3[nH]2)cc1C	0.1	95	-6	4	-7	7	-1	44	-1
CCn1c(SCC(=O)Nc2cc(C(C)(C)C)nn2-c2ccccc2)nnc1-c1cccs1	-0.5	151*	1	-1	-5	-2	6	-5	-18
C[C@H](CO)N1C[C@H](C)[C@@H](CN(C)C(=O)Nc2ccccc2F)Oc2ncc(Br)cc2C1=O	-1.1	.	.	.	-5	0	.	.	0
COc1ccc(NC(=O)NCCN2CCN(c3cc(OC)ccc3OC)CC2)cc1	-1.5	101	-4	2	-10	1	6	29	1
CCN1CCN(c2ccc(NC(=O)c3cccc4ncccc34)cc2)CC1	3.0	92	-10	-3	-6	-5	3	6	-9
CC(NC(=O)c1ccccc1[N+](=O)[O-])C1CC2CCC1C2 (stereo unspecified)	-0.4	106	-10	3	-9	6	-2	19	-4
Cn1c(=O)n(CCc2ccccc2)c(=O)c2c1nc1n2CCN1Cc1ccco1	0.4	99	-16	-4	-6	-9	-2	10	2
C[C@H]1CCC(=O)N([C@H](COc2ccccc2)Cc2ccccc2)CC1	-2.8	101	-2	2	-6	0	-1	-24	-2
CCCCCCOc1ccc(/C(C)=N/NC2=NCCN2)cc1	0.4	112	-11	3	-2	7	-2	.	-9
COc1ccc(C(=O)NC(NC(=O)c2ccc(OC)c(OC)c2)c2ccccc2F)cc1OC	-1.5	105	0	12	6	6	2	10	-16
Cc1ccn2c(NC(=O)c3cccs3)c(-c3ccccc3)nc2c1	0.9	95	7	-1	-11	-4	5	9	-2
O=C1OCCN1CC(=O)N1CCc2c([nH]c3ccccc23)C1c1ccccn1 (stereo unspecified)	-0.2	100	-11	4	-6	-6	2	45	1
O=C(NC1CCCC1)c1c[nH]c2ccc(F)cc2c1=O	4.2	95	-7	2	-4	5	5	-31	-30
CC1(C)Oc2ccc3ccc(=O)oc3c2[C@@H](O)[C@H]1O	-2.0	.	.	0	-3	6	4	.	11
C=CCNC(=S)NNC(=O)COc1c(Cl)cc(Cl)cc1Cl	-3.5	103	-6	-1	0	-5	-9	29	11
Cc1cc(C(=O)N/N=C/c2ccc(-c3ccc(C)c(Cl)c3)o2)n[nH]1	1.4	95	1	2	-2	4	.	37	6
O=C(CCCCC(=O)OCC1CCCO1)OCC1CCCO1 (stereo unspecified)	1.3	.	.	.	-7	3	4	.	-9
CCC(=O)N(Cc1ccc(C)cc1)Cc1cc2cc3c(cc2[nH]c1=O)OCO3	-5.8	99	8	-4	-3	8	-3	28	-17
Cc1ccc(NC(=O)CSCC(=O)N2CCCc3ccccc32)cc1	-0.8	.	.	5	0	1	-1	.	1
O=C(Nc1ccnn1C1CCN(Cc2ccccc2OC(F)F)CC1)c1cccnc1	2.4	102	1	1	1	-8	3	29	-28
CC(=O)N1CCC(=NNS(=O)(=O)c2cccc([N+](=O)[O-])c2)CC1	-1.0	98	-4	.	-2	6	0	27	11
CC(C)NC(=O)CN1CCC(c2ccccc2)C(O)C1 (stereo unspecified)	1.2	102	-8	-2	-1	-2	4	-9	-19
CCCc1cc(=O)n2[nH]c(NC(=O)c3ccco3)nc2n1	-2.6	101	-2	-6	8	14*	-3	35	3
Cc1ccnc(NC(=O)/C=C/c2cccs2)c1	-3.0	120	11	4	-14	8	-2	1	2
CSCCC(NS(=O)(=O)c1ccccc1)C(=O)Nc1nccs1 (stereo unspecified)	0.1	.	.	.	-6	6	1	.	1
O=C(CSc1nc(C(F)(F)F)cc(=O)[nH]1)NCc1ccc2c(c1)OCO2	-0.1	.	.	-1	-1	5	3	.	4
COc1ccccc1N(Cc1ccccc1)S(=O)(=O)c1cccc(C(=O)Nc2ccc(C)cn2)c1	4.2	.	.	4	-5	-6	4	.	-1
O=C(O)c1[nH]nc2c1COc1ccccc1-2	1.1	100	-6	-6	-1	2	-2	-8	-36
Cc1cccc(C(=O)Nc2nnc(S(=O)(=O)N3CCC(C)CC3)s2)c1	4.5	101	-4	-9	-7	-7	10	22	-25
CCCN(C(=O)COc1ccc(C(C)=O)cc1OC)C1CCS(=O)(=O)C1 (stereo unspecified)	0.6	.	.	-3	-5	3	-2	.	-7
COCCn1c(=NC(=O)CSCC(=O)NC2CCCCC2)sc2cc(OC)ccc21	-3.0	100	-11	4	-4	-10	2	8	-4
Cn1c(=O)c2c(nc(NCCc3ccccc3)n2CC(=O)NCCc2ccccc2)n(C)c1=O	-1.7	101	-3	1	-1	5	1	10	13
CCN(c1ccccc1)S(=O)(=O)c1c(C)noc1C	-2.1	.	.	.	1	11	4	.	7
COc1cccc(-c2nnc(SCC(=O)Nc3ccc(OC)c(OC)c3)n2N)c1	-1.2	101	3	-6	-7	11	1	-14	-15
O=C(CN1C(=O)NC(Cc2ccccc2)C1=O)Nc1ccc(OC(F)(F)F)cc1 (stereo unspecified)	1.9	.	.	1	-4	6	8	.	-16
Cc1cc(C)n2nc(C(=O)N3CCCC(CNS(=O)(=O)c4cccs4)C3)cc2n1 (stereo unspecified)	-1.4	91	-17	3	-5	-4	4	10	3
O=C(NCC1(c2ccccc2)CCCC1)c1cccc(Br)c1	-2.7	92	-6	-5	-2	2	1	-12	17
COc1ccc(CN2CCCC(C(=O)N3CCCCC3)C2)cc1 (stereo unspecified)	-0.3	106	-4	4	-11	-13	-1	5	-4
Cc1c(C(=O)N2CCCC2)c(S(=O)(=O)Nc2ccccc2)c(C)n1C	1.5	100	2	6	-10	-2	2	8	-12
NC(=O)CCC1NC(=S)N(Cc2ccccc2)C1=O (stereo unspecified)	-3.4	103	-10	8	2	3	7	24	-4
O=C(Cn1cnc2ccccc21)Nc1cccc(S(=O)(=O)N2CCCC2)c1	-1.2	.	.	1	.	0	1	.	-6
O=S(=O)(c1ccc(C2CCCCC2)cc1)N1CCCC1	-0.3	98	-24	6	-4	-18	-1	11	-3
O=C1CC(c2ccc3c(c2)OCO3)c2cc3c(cc2N1)OCO3 (stereo unspecified)	-0.6	109	-10	5	-5	0	-3	16	2
COc1cc(/C=N/NC(=Nc2ccc(C)cc2)c2nc3ccccc3s2)ccc1O	-0.6	102	-4	1	-2	6	1	17	-17
Cn1ccnc1C(O)c1ccccc1 (stereo unspecified)	1.8	102	-5	-1	-2	-3	2	-5	-21
CC(C)(C)OC(=O)[C@H](CCCCN)NC(=O)c1nc[nH]c1C(=O)NCCCCCN	-1.3	.	.	4	-3	4	3	.	6
COc1ccc(C(=O)NCC(=O)OCc2ccc(Cl)cc2Cl)cc1OC	-2.5	.	.	2	-7	-2	0	.	3
O=C(c1ccc(N2CCN(C3CC(=O)N(Cc4cccs4)C3=O)CC2)cc1)c1cccnc1 (stereo unspecified)	-0.5	100	0	-3	-3	0	-1	-6	8
O=C(c1ccc(-c2ccc([N+](=O)[O-])cc2)o1)N1CCCCCCC1	1.5	.	.	-4	-6	7	-7	.	-10
O=C(NCC(c1ccco1)N1CCN(c2ccccc2)CC1)c1ccc2c(c1)OCO2 (stereo unspecified)	0.8	105	16	-2	-5	-2	5	-4	2
